GPR55 LPI antagonism – GPR55 antagonists blocking LPI-driven arrestin recruitment, primary screen, imaging, U2OS, beta-arrestin-GFP, LPI agonist (AID 2013); inhibition, % at 10 µM, or IC50 in µM where a hit was titrated; 290,000 tested, 0.13% active; U2OS GPR55 beta-arrestin-GFP translocation imaging, LPI antagonism; higher % means a stronger effect;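 active means spots per cell inhibited over 60%, with over 100 cells counted and total cytoplasm intensity under 500,000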;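 further: U2OS cells stably carrying GPR55 and arrestin-GFP stimulated by 5 µM LPI near EC80; imaged beta-arrestin-GFP aggregate spots per cell after agonist stimulation; plate controls were LPI-stimulated DMSO wells for no effect and DMSO wells without LPI for full effect; some results filed as inactive read as strong as hits; confirmed hits need IC50 under 10 µM and bright autofluorescent wells are also inconclusive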
GPR55 activation – selective activators of receptor GPR55 – imaging, U2OS cells, beta-arrestin-GFP redistribution, primary screen (AID 1961); U2OS GPR55 beta-arrestin-GFP redistribution imaging; higher % means a stronger effect; activation, % at 10 µM, or EC50 in µM where a hit was titrated; 290,000 tested, 0.048% active;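 active means activation above 40% with more than 50 cells counted in the well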;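 further: U2OS osteosarcoma cells stably expressing GPR55 and beta-arrestin-GFP; plate controls were DMSO negative control for no effect and LPI positive control for full effect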
NTR1 ag – NTR1-driven beta-arrestin-GFP spot formation – imaging, U2OS cells, high content, primary screen (AID 493036) | P30989 | agonist mode | activation, % at 20 µM | 330,000 tested, 0.17% active;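 active means activation at or above 40% of the spot to cytoplasm intensity ratio, with at least 20 cells analyzed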;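 further: 0% = DMSO without peptide and 100% = 100 nM NTR1 peptide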
Target sequence (P30989 whole entry, looked up): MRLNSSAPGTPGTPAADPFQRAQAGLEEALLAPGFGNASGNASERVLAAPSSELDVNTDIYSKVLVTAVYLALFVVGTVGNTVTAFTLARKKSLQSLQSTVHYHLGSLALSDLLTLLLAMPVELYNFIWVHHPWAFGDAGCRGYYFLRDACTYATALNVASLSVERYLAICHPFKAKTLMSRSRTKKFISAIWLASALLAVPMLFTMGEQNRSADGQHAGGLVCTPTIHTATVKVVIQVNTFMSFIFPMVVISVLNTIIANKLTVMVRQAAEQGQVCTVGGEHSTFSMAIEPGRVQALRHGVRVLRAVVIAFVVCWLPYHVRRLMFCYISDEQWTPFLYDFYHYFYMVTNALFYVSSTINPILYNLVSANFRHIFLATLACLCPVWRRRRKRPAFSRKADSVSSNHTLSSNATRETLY
Siah-1 displacement – Siah-1 peptide-binding antagonists, primary screen, biochemical, fluorescence polarization, rhodamine-plectin, uHTS (AID 1817); Siah-1 / rhodamine-plectin peptide fluorescence polarization; higher % means a stronger effect; displacement, % at 20 µM; hits with a dose series show IC50 in µM; 290,000 tested, 0.02% active;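 active means displacement of at least 50% at 20 µM, with a fluorescence ratio check between 0.3 and a set limit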;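 further: plate controls were Siah plus tracer with DMSO for no effect and tracer alone without Siah for full effect; strong numbers were not always called active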
GPR35 antagonists – GPR35 antagonists blocking zaprinast-driven arrestin recruitment, primary screen, imaging, U2OS, beta-arrestin-GFP, zaprinast agonist (AID 2058) | U2OS GPR35 beta-arrestin-GFP translocation imaging, zaprinast antagonism; higher % means a stronger effect | one-dose inhibition, % at 10 µM; IC50 in µM for titrated hits | 290,000 tested, 0.052% active;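 active means inhibition of at least 50% with at least 30 cells and total cytoplasm GFP at most 10,000,000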
AID2073 – inhibitors of Mint1-CaV2.2 protein interaction, biochemical, HTRF (AID 2073). HTRF protein-protein interaction, Mint1-CaV2.2; higher % means a stronger effect. one-dose inhibition, % at 20 µM; IC50 in µM for titrated hits. 290,000 tested, 0.19% active; in the data active means inhibition mostly above about 51%, no sharp cut-off; further: some results filed as inactive read as strong as hits
K1F lysis inhibition – protection from phage-mediated lysis, alamar blue read-out – E. coli UTI89, K1F phage, bacterial capsule biogenesis inhibitors (AID 488966); inhibition, % at 100 µM; hits with a dose series show IC50 in µM; E. coli UTI89 K1F phage lysis, alamar blue, 2 h; higher % means a stronger effect; 340,000 tested, 0.02% active;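 active means phage lysis inhibition, versus mean bacterial control, above a set limit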;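 further: capsule biogenesis inhibitors block K1F phage lysis so surviving cells raise fluorescence; higher fluorescence means more inhibition of phage lysis; actives were called in the ten point dose series up to 300 µM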
Dengue-2 NS5 capping – flavivirus cap methylation enzyme inhibition – biochemical, confirmation dose response, primary screen (AID 588689); Dengue-2 NS5 methyltransferase capping enzyme assay, biochemical; higher % means a stronger effect; one-dose inhibition, % at 25 µM; IC50 in µM for titrated hits; 340,000 tested, 0.3% active; in the data active means a potency from the dose series
HIV peptide binding – cell-free HIV fusion peptide-binding blockers – biochemical, uHTS, fluorescence dequenching, primary screen (AID 1986); one-dose inhibition, % at 20 µM; IC50 in µM for titrated hits; 290,000 tested, 0.3% active; cell-free peptide binding, fluorescence dequenching, 30 min; higher % means a stronger effect; in the data active means inhibition mostly above about 52%, no sharp cut-off; inactive means mostly below about 76%; further: some results filed as inactive read as strong as hits
NTR1 ag cell count 20 µM – recorded beside NTR1 ag, whose call it bears; cell count; measured here: cell count, cytotoxicity flag
An asterisk follows results filed as active; i = inactive; x = no result given; [ ] = remark or other dose. Hits appear at their usual frequency; about 1.2% have a hit in one of these screens.

mol	GPR55 LPI antagonism	GPR55 activation	NTR1 ag	NTR1 ag cell count 20 µM	Siah-1 displacement	GPR35 antagonists	AID2073	K1F lysis inhibition	Dengue-2 NS5 capping	HIV peptide binding
O=C(CSc1nc2ccccc2[nH]1)N1CCN(c2ccccc2)CC1	-3%	0.2%	-1.4	99	1%	4%	-9%	-0.1%	-7%	-1.7%
O=c1nc(Nc2ccc(Br)cc2)sc2ccc([N+](=O)[O-])cc12	1%	0.0%	1.9	60	12%	-6%	38%	0.0%	5%	-8.5%
O=C(Nc1nnc(Cc2ccc([N+](=O)[O-])cc2)s1)Nc1ccccc1F	10%	-0.1%	0.4	87	-7%	3%	21%	0.9%	-10%	-0.3%
CS(=O)(=O)c1ccc2nc(NC(=O)C3CCCO3)sc2c1 (configuration not stated)	10%	0.2%	1.7	59	2%	5%	32%	0.8%	-2%	0.1%
O=C(/C(=C/O)N=Nc1ccc(Cl)cc1)c1ccncc1	-3%	-0.1%	3.4	69	-1%	-7%	8%	0.0%	12%	4.6%
O=C(Nc1ccccc1F)c1ccc(C(=O)c2ccccc2)cc1	13%	0.0%	3.8	72	9%	4%	-6%	1.0%[50 µM]	-3%	0.5%
O=C(NC(=S)Nc1ccc(CN2CCOCC2)cc1)c1ccc([N+](=O)[O-])cc1	1%	-0.2%	3.6	83	-7%	6%	-17%	-0.2%	-15%	-0.2%
Cc1cc(C)cc(N(CC(=O)NCC2CCCO2)C(=O)CCC(=O)Nc2cc(C)on2)c1 (configuration not stated)	8%	-0.2%	-2.3	98	3%	-1%	5%	4.0%	1%	2.6%
COc1ccc(-c2cc(C(=O)Nc3ccc(S(=O)(=O)Nc4onc(C)c4C)cc3)c3ccccc3n2)cc1OC	-7%	-0.2%	0.1	78	0%	10%	24%	0.0%	0%	54%
Cc1cccc(NC(=O)C(C)SCc2ccccc2)c1 (configuration not stated)	3%	-0.1%	0.7	47	-2%	10%	-6%	0.5%	-10%	-1.6%
COc1ccc(-c2c(C)n([O-])c3c([n+]2=O)CCCCC3)cc1	1%	-0.1%	-2.5	47	2%	3%	1%	2.7%	-7%	-0.6%
COc1ccc(-c2cc(C(F)(F)F)nc(SCC(=O)Nc3sc4c(c3C#N)CCC4)n2)cc1	5%	0.0%	5.4	54	0%	-4%	-1%	-0.1%	0%	7.9%
CC(=O)Nc1ccc(C(=O)CSc2nnc3scc(-c4ccccc4)n23)cc1	4%	-0.2%	2.6	64	8%	-8%	-9%	-1.0%	-3%	-1.3%
O=C(O)COc1ccc(F)cc1Br	4%	0.4%	-1.4	69	2%	2%	-5%	-0.2%	-9%	1.1%
CC(C)C(NC(=O)OCc1ccccc1)C(=O)OCC(=O)NC1CC1 (configuration not stated)	6%	0.4%	-0.3	33	8%	0%	1%	0.2%	-3%	0.1%
O=C(Nc1cccc(S(=O)(=O)N2CCOCC2)c1)c1ccc2c(=O)n3c(nc2c1)CCCCC3	14%	2.0%	10	60	4%	-10%	8%	0.1%	1%	-1.1%
O=C(O)CCNS(=O)(=O)c1ccc2c(c1)Cc1ccccc1-2	-1%	-0.2%	0.5	55	-2%	12%	15%	0.6%	x	-2.3%
Cn1nnc2ccccc2c1=O	-2%	1.0%	-1.1	88	7%	4%	-3%	0.3%	6%	0.6%
Clc1ccc(-c2nnc(-c3ccccc3)c(-c3ccccc3)n2)cc1	10%	-0.1%	2.8	34	-7%	-9%	-7%	2.7%	3%	-1.1%
Cc1ccc(-n2c(CCC(=O)O)ccc2-c2cccs2)cc1	-10%	-0.1%	1.9	48	-5%	1%	37%	-1.3%	-1%	15%

mol	GPR55 LPI antagonism	GPR55 activation	NTR1 ag	NTR1 ag cell count 20 µM	Siah-1 displacement	GPR35 antagonists	AID2073	K1F lysis inhibition	Dengue-2 NS5 capping	HIV peptide binding
Cc1ccc(S(=O)(=O)N(C)/N=C2/C(=O)N(CC(=O)O)c3ccccc32)cc1	2%	-0.2%	-1.4	64	8%	6%	4%	0.5%	0%	1.9%
CC(C)CCNC(=O)Cn1c(=O)oc2cc(S(=O)(=O)N3CCc4ccccc43)ccc21	4%	0.2%	3.2	45	1%	7%	6%	i	4%	-0.6%
COc1ccc(CCNC(=O)CSc2nccc(=O)[nH]2)cc1OC	-16%	0.1%	-0.2	38	-6%	12%	-8%	-0.1%	-3%	-0.9%
O=C(OCC(=O)N1CCC(Cc2ccccc2)CC1)c1ccc[nH]c1=O	-4%	0.2%	-1.3	30	2%	16%	1%	0.2%	6%	-2.2%
COc1cc(CNc2ccc3[nH]c(=O)[nH]c3c2)ccc1OCc1c(F)cccc1Cl	7%	0.0%	-0.1	87	-6%	-7%	-15%	0.1%[50 µM]	-1%	0.3%
Oc1ccc2ccccc2c1CN1CCN(c2ccccc2)CC1	0%	-0.1%	-0.6	73	-1%	-5%	-8%	1.4%	-1%	-2.3%
CC1CC(=O)Nc2ccccc2N1C(=O)CN1CCN(C=O)CC1 (configuration not stated)	13%	0.0%	0.3	80	25%	-10%	-2%	0.1%	-9%	-1.4%
O=C(CC1C(=O)NCCN1CC1CCCCC1)NCc1cc(F)ccc1F (configuration not stated)	3%	0.0%	1.0	30	-1%	1%	14%	-0.1%	-3%	3.4%
Cc1cccc(-n2c(C)nc3cc(C(=O)N4CCOCC4)ccc32)c1	6%	-0.2%	0.5	66	3%	20%	-2%	0.0%	-4%	2.1%
CN(Cc1cnccn1)Cc1nc(Cc2ccccc2Cl)no1	-13%	-0.1%	-1.1	62	-2%	11%	26%	0.2%	-2%	-0.2%
CCOc1cccc(CNCc2ccncc2)c1	-1%	-0.1%	-0.4	56	0%	0%	-5%	0.8%	-6%	-1.3%
CC1CC(OCC(O)CN2CCN(Cc3ccccc3)CC2)CC(C)(C)C1 (configuration not stated)	8%	0.0%	-0.3	32	6%	8%	-5%	1.5%	-3%	1.5%
COc1ccccc1C(=O)Nc1ccc(NC(=O)c2ccco2)c(C)c1	-3%	-0.1%	-0.9	38	-3%	-4%	-4%	0.3%	-4%	-4.2%
c1coc(CNc2c3c(nc4ncnn24)CCCC3)c1	5%	-0.2%	1.5	62	-4%	-7%	3%	0.0%	10%	-0.9%
C#CC1(NC(=O)NS(=O)(=O)c2ccc(C)cc2)CCCCC1	7%	0.7%	-1.2	67	2%	2%	0%	0.2%	-8%	-1.9%
Cc1nn2c(-c3ccccn3)ccnc2c1Cl	-6%	-0.4%	0.0	47	-3%	-2%	2%	0.8%	-2%	0.8%
Cc1cccc(C)c1NC(=O)CN(c1ccccn1)S(=O)(=O)c1ccccc1	-18%	-0.1%	-0.9	74	0%	14%	1%	0.1%	-6%	-2.2%
O=C(COC(=O)Cc1ccc(S(=O)(=O)N2CCOCC2)s1)Nc1ccc2c(c1)OCO2	2%	-0.1%	-0.2	59	2%	0%	45%	6.1%	-2%	0.8%
Cc1csc(NC(=O)/C=C/c2ccc3c(c2)OCO3)n1	4%	-0.2%	2.9	53	6%	12%	1%	3.7%	-3%	-0.1%
O=C(Nc1ccc(Cl)cc1)OCCn1nnnc1C(c1ccccc1)N1CCOCC1 (configuration not stated)	1%	0.2%	4.2	42	3%	0%	16%	-0.5%	-10%	1.7%

mol	GPR55 LPI antagonism	GPR55 activation	NTR1 ag	NTR1 ag cell count 20 µM	Siah-1 displacement	GPR35 antagonists	AID2073	K1F lysis inhibition	Dengue-2 NS5 capping	HIV peptide binding
C=CCOC(=O)C1=C[C@@H](c2ccc3c(c2)OCO3)C[C@@H](OCc2ccc(CO)cc2)O1	8%	0.1%	1.5	56	1%	16%	12%	3.3%	3%	3.0%
CN(C)/C=C/C(=O)c1ccc(Br)cc1	-4%	-0.1%	1.0	84	-4%	0%	8%	0.1%	-2%	3.7%
COc1cc(NC(=S)Nc2ccccn2)cc(OC)c1	8%	-0.3%	0.7	43	-1%	2%	19%	4.0%	-8%	1.9%
COc1ccc(CNC(=O)c2cc(-c3ccccc3O)n[nH]2)cc1	-5%	-0.2%	-0.8	70	-5%	-1%	7%	0.7%	4%	-1.1%
O=C(CCN1CCOCC1)Nc1cccc(Br)c1	10%	0.0%	0.6	73	1%	-10%	-10%	-0.1%	-11%	-1.9%
Cc1ccc(C2c3sc(=O)[nH]c3SC3C4CC(C5C(=O)N(C(C)C(=O)O)C(=O)C45)C23)cc1 (configuration not stated)	5%	0.2%	-1.1	72	-3%	-3%	-16%	-0.4%	7%	21%
COc1ccc(NC(=O)CNS(=O)(=O)c2cccs2)c(OC)c1	-11%	0.2%	-1.0	51	-3%	-3%	-3%	-0.8%	-1%	-0.7%
CNC(=S)NNC(=O)c1ccccc1Cl	12%	0.3%	0.0	45	3%	2%	-42%	x	x	-2.3%
Fc1ccc(NC(=S)Nc2cc(Cl)ccc2Cl)cc1	-2%	0.2%	-0.7	81	0%	-4%	-4%	-0.5%	-7%	-1.4%
O=C(c1ccc(Cl)c(S(=O)(=O)N2CCCC2)c1)N1CCOCC1	-8%	-0.1%	-0.1	51	0%	-3%	13%	0.0%	1%	-0.6%
O=C(Nc1ccc2oc(-c3ccccc3F)nc2c1)c1ccco1	4%	-0.2%	1.6	83	5%	-2%	13%	0.2%	-5%	0.5%
CS(=O)(=O)N(CC(=O)Nc1ccc(S(=O)(=O)N2CCOCC2)cc1)c1ccccc1Br	14%	-0.1%	0.7	33	0%	21%	1%	0.6%	-1%	0.8%
COc1ccccc1C(=O)NNC(=O)c1ccc(Br)cc1	0%	-0.2%	-0.7	50	0%	-4%	13%	-0.9%	-3%	-0.4%
COc1ccc(NC(=O)Cn2c(=O)oc3cc(S(=O)(=O)N4CCCC4)ccc32)c(OC)c1	21%	-0.1%	0.7	66	-1%	-6%	4%	0.0%	2%	-1.2%
CCn1c(C)cc(O)cc1=O	-2%	-0.3%	0.7	55	1%	5%	7%	-0.8%	-2%	-1.5%
CCOC(=O)c1[nH]c2ccc(Br)cc2c1NC(=O)CCN1CCCCC1	-6%	0.3%	x	x	-2%	-3%	-4%	x	x	-1.1%
Cc1ccc(S(=O)(=O)N2CCOC2CNC(=O)C(=O)NCc2cccnc2)cc1 (configuration not stated)	10%	0.7%	-0.3	102	6%	6%	-1%	0.1%	-2%	0.8%

3 structures from above, ordered by molar mass, low to high:
mol	GPR55 LPI antagonism	GPR55 activation	NTR1 ag	NTR1 ag cell count 20 µM	Siah-1 displacement	GPR35 antagonists	AID2073	K1F lysis inhibition	Dengue-2 NS5 capping	HIV peptide binding
CCn1c(C)cc(O)cc1=O	-2%	-0.3%	0.7	55	1%	5%	7%	-0.8%	-2%	-1.5%
O=C(Nc1ccc2oc(-c3ccccc3F)nc2c1)c1ccco1	4%	-0.2%	1.6	83	5%	-2%	13%	0.2%	-5%	0.5%
Cc1ccc(S(=O)(=O)N2CCOC2CNC(=O)C(=O)NCc2cccnc2)cc1 (configuration not stated)	10%	0.7%	-0.3	102	6%	6%	-1%	0.1%	-2%	0.8%
